M1 antag – human CHRM1 antagonism. CHO-K1 hM1, Fluo-8 calcium fluorescence, ACh EC80 antagonist. inhibition, % at 3 µM. 360,000 tested, 1.3% active. AID 588852;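 active = percent inhibition above its own plate's cutoff, namely the mean of that plate's compound wells plus 3 SD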;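 note: peak over basal fluorescence ratio during 140 s after agonist addition; 0% = ACh EC80 plus DMSO and 100% = DMSO alone without agonist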
M1 ag – human M1 muscarinic receptor agonism; P11229; CHO-K1 hM1, Fluo-8 calcium fluorescence, agonist mode; 0% DMSO, 100% acetylcholine EC100; activation, % at 3 µM; 360,000 tested, 0.33% active;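 active = activation above the run's mean compound activation plus 3 SD, cut at about 16% in these data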;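 note: peak over basal fluorescence ratio within a 140 s kinetic read after compound addition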
CHRM4 agonist – agonists of human muscarinic M4 receptor (CHRM4); 360,000 tested, 0.14% active; CHO-K1 hM4/Gqi5, Fluo-8 calcium fluorescence; vehicle 0%, full acetylcholine response 100%; activation, % at 3 µM; P08173;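 active = activation above the run mean over all test wells plus 3 SD, cut at about 32% in these data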;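 note: peak over basal fluorescence ratio per well then scaled between controls; 0% = DMSO wells and 100% = acetylcholine at EC100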
Target sequence (P08173 whole entry, looked up): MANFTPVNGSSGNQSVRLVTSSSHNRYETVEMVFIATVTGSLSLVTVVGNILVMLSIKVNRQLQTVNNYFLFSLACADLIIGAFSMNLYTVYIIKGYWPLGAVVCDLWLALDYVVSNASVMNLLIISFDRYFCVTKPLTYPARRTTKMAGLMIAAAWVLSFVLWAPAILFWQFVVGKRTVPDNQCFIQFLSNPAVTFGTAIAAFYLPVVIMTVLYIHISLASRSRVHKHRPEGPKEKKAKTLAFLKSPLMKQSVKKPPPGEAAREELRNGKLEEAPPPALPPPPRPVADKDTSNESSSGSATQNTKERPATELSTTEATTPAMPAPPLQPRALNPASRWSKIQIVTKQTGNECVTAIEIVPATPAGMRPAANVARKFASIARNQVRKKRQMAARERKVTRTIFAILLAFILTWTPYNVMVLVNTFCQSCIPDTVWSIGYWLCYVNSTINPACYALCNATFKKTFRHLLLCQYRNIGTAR
M5 ag – agonists of human muscarinic M5 receptor (CHRM5). P08912. CHO-K1 hM5 cells, Fluo-8 calcium fluorescence; 0% DMSO wells, 100% maximal acetylcholine response. activation, % at 3 µM. 360,000 tested, 0.19% active. AID 624037;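 active = activation above the run's mean over test compounds plus 3 SD, cut at about 23% in these data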;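 note: signal is peak over basal fluorescence ratio across the kinetic read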
Target sequence (P08912 whole entry, looked up): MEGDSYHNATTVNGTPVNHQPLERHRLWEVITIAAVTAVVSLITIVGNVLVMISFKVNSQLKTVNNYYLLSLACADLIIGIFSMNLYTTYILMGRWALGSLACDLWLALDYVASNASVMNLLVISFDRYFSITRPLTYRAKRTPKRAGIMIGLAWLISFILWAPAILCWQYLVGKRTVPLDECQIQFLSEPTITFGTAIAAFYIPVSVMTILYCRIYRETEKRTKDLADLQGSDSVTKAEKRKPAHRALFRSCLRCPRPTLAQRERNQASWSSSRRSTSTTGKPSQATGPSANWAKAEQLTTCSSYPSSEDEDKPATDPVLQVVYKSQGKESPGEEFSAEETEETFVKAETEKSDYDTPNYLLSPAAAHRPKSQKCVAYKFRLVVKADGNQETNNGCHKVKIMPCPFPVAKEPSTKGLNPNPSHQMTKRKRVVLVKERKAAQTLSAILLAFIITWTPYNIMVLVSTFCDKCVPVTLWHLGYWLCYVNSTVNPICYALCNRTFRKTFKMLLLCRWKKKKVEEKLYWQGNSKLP
TAAR1 ag – agonists of human TAAR1. activation, % at 3 µM. CHO RD-HGA16 TAAR1, Fluo-8 calcium fluorescence; vehicle wells 0%, saturating PEA agonist 100%. 360,000 tested, 0.99% active. Q96RJ0;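 active = activation above the mean activation of all test compounds in the run plus 3 SD, cut at about 38% in these data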
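Benchmarks: low control DMSO, high control PEA (EC100); System: CHO RD-HGA16 cells carrying human TAAR1 plus Gα16; Detection: Fluo-8 fluorescence, 5 s baseline then 140 s kinetic read; Schedule: 17-24 h plating, Fluo-8 75 min 37 °C, 30 min RT; Read-out basis: % activation from peak over basal fluorescence ratio, DMSO-to-PEA scaled.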
M5 PAM – potentiates acetylcholine response at human M5 receptor. activation, % at 3 µM. P08912. AID 624038. 360,000 tested, 0.3% active. CHO-K1 hM5, Fluo-8 calcium, ACh EC20 PAM; 0% = ACh EC20, 100% = ACh EC100;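 active = activation above the run cutoff, the mean activation of all test compounds plus 3 SD, cut at about 18% in these data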
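system = human M5 receptor in CHO-K1 cells | reagent = EC20 acetylcholine as agonist stimulus | compound dosing = single-point, 3 µM nominal | incubation = Fluo-8 loading 80 min at 37 °C plus 30 min room temperature | detection = Fluo-8 calcium dye fluorescence, kinetic read | benchmarks = low control EC20 acetylcholine (0%), high control EC100 acetylcholine (100%)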
M1 PAM – positive allosteric modulators of human M1 muscarinic receptor; activation, % at 3 µM; CHO-K1 hM1, Fluo-8 calcium fluorescence, ACh EC20; 0% = ACh EC20, 100% = maximal ACh; 360,000 tested, 0.088% active; P11229; in the data active = activation above about 19%, passing the limit was not always enough
CHRM5 antagonist – CHRM5 antagonism in calcium assay; CHO-hM5 cells, Fluo-8 calcium fluorescence, ACh EC80; inhibition, % at 3 µM; 360,000 tested, 0.59% active; AID 624040;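 active = inhibition above a per-plate cutoff, the mean of that plate's test compounds plus 3 SD, cut at about 27% in these data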;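 note: 0% = acetylcholine EC80 with DMSO and 100% = DMSO without agonist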
M4 antag – CHRM4 antagonism in calcium assay; CHO-hM4 cells, ACh EC80, Fluo-8 calcium fluorescence; inhibition, % at 3 µM; AID 624125; 360,000 tested, 0.73% active;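 active = inhibition above its plate's cutoff, the mean inhibition of sample wells plus 3 SD, cut at about 27% in these data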;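 note: 0% = acetylcholine EC80 with DMSO and 100% = DMSO without agonist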
Active calls of the source: *; . = not tested or not shown.

SMILES	M1 antag	M1 ag	CHRM4 agonist	M5 ag	TAAR1 ag	M5 PAM	M1 PAM	CHRM5 antagonist	M4 antag
CC(=O)NS(=O)(=O)c1ccc(N2C(=O)c3ccccc3C2=O)cc1	2.1	-7.1	-0.1	-1.3	0.5	8.0	-2.5	-4.9	-3.0
CC(C)C(=O)NC(Nc1cccc([N+](=O)[O-])c1)C(Cl)(Cl)Cl (stereo unspecified)	-1.9	-9.2	6.5	-2.8	6.9	-2.8	7.4	-1.6	-10.1
CCCCCC(=O)N/N=C/c1cccs1	-7.7	-4.1	-0.4	-5.2	11.2	-3.4	4.9	-0.4	-1.3
COc1cccc(COC(=O)C2CCN(S(=O)(=O)c3cccs3)CC2)c1OC	-15.1	-1.7	4.8	-0.5	3.0	1.6	10.1	3.4	-5.1
O=S(=O)(c1cccs1)N1CN(Cc2ccc(Cl)cc2)c2nc3ccccc3nc21	1.5	-1.4	3.0	0.1	7.7	9.3	4.2	-1.9	-0.9
c1ccc(CCCN2CCOCC2)cc1	-15.3	-2.5	1.6	-3.1	3.4	6.5	13.3	0.1	-16.3
CC(O)[C@H]1CNCCN1CC1(c2ccccc2)CC1 (stereo partly specified)	-14.7	-7.3	0.1	-2.6	9.6	-4.3	10.5	21.0	-6.8
Cc1ccc(CCNC(=O)CNC(=O)c2cccs2)cc1	-8.2	-3.9	-0.4	5.2	3.8	-2.5	6.3	-1.1	-3.6
Cc1ccc(-n2c(CNc3ccc(F)cc3)nnc2SCC(=O)NCc2ccco2)cc1	-6.7	-3.5	1.1	-1.3	1.3	-1.7	6.8	7.8	-2.6
COc1ccc(NC(=O)Nc2ccc(N(C)C)cc2)cc1	-13.5	-4.3	6.0	-0.6	11.4	-6.3	7.8	4.3	1.6
CC(C)CC(CO)N1CCN(C(=O)c2ccc(Cl)c(Cl)c2)CCC1=O (stereo unspecified)	-12.4	-4.6	1.7	1.3	3.7	3.5	10.7	9.8	2.6
CCC(=O)Nc1nnc(SCc2ccc(F)cc2)s1	-40.5	-1.1	0.8	-1.4	9.1	-2.8	8.2	-4.8	-1.9
CN(CC(=O)Nc1c(Cl)cccc1Cl)C(=O)c1cc(-c2cccs2)nn1-c1ccccc1	12.5	-5.9	10.7	-4.2	2.5	-10.7	-7.8	3.1	7.8
O=C(O/N=C1\CCS(=O)(=O)c2sccc21)C1CC1	-12.0	0.5	0.5	9.4	1.2	2.8	10.6	0.9	6.3
CC(=NO)c1ccc2c(c1)Cc1cc([N+](=O)[O-])ccc1-2	-3.9	-2.2	4.8	-0.7	0.7	-4.7	1.0	5.0	-15.2
O=C(Nc1nncs1)c1ccc(F)c(S(=O)(=O)N2CCCCC2)c1	-6.6	-1.4	0.1	-3.0	0.1	8.5	9.8	-8.9	7.9
CCCNC(=O)Cn1nc([N+](=O)[O-])c([N+](=O)[O-])c1C	3.0	-2.8	0.5	3.4	8.4	4.0	-0.8	-9.4	2.9
Cc1cc(/C=N/Nc2ccc([N+](=O)[O-])cn2)c(C)n1-c1ccc(C(=O)O)cc1	-3.7	-3.7	0.7	0.7	4.3	-2.6	5.1	-12.9	1.3
O=C(CCc1c[nH]c2ccccc12)NCc1ccc2c(c1)OCO2	5.1	-3.5	0.9	-3.5	-0.3	-2.6	-6.4	15.5	-3.2
Cc1ccc(Cn2c(=O)cc(C(=O)O)c3ccccc32)cc1	2.7	-3.0	0.7	-6.0	.	-7.7	-0.7	9.2	2.5
COCCCNC(NC(=O)c1ccc(Cl)cc1)C(Cl)(Cl)Cl (stereo unspecified)	-5.4	-1.2	3.9	0.9	3.2	-4.6	2.9	-0.8	9.1
COc1cc(CNc2nc3ccccc3n2C)cc(OC)c1OC	-6.8	-5.7	1.0	0.1	2.5	7.1	10.5	-2.3	-1.1
CC(CCc1ccccc1)NC(=O)c1ccc2nc(N3CCOCC3)sc2c1 (stereo unspecified)	3.2	-4.0	4.8	0.6	14.3	-1.3	3.4	-0.2	-5.0
Cc1ccc(Cl)cc1NC(=O)CNCC(c1ccccc1)N(C)C (stereo unspecified)	-10.7	-8.3	2.4	-6.4	4.6	5.3	0.5	-1.1	3.5
O=C(NCCCN1CCOCC1)c1ccc2c(c1)N(Cc1ccccc1)C(=O)c1ccccc1S2=O (stereo unspecified)	-17.9	-5.8	1.4	-7.1	1.2	-3.0	12.9	8.4	-8.1
CC(=O)c1ccc(S(=O)(=O)Nc2cccc(S(=O)(=O)NC3=NCCC3)c2)cc1	4.7	-3.9	-0.9	2.0	2.0	5.2	0.5	-1.4	2.3
CCN(CC)S(=O)(=O)c1ccc(NC(=O)c2ccc(Sc3nncn3C)c([N+](=O)[O-])c2)cc1	0.3	-9.8	0.7	1.4	5.9	-3.8	0.7	-1.0	-8.4
O=C(NCc1ccccc1OC(F)(F)F)C1CCC(=O)N(CCc2ccccn2)C1 (stereo unspecified)	-10.0	-1.9	0.8	-5.7	1.2	-11.4	7.4	20.1	-5.9
CCN(CC)CCCn1c2c(c(SCC(=O)Nc3cccc4ccccc34)nc1=O)CCC2	16.5	-8.0	-0.3	-6.0	3.1	5.2	-11.6	-1.8	2.1
Nc1ccc(C23CC4CC(CC(CO)(C4)C2)C3)cc1	-18.7	-1.1	2.0	-0.2	22.3	2.7	13.0	-5.2	-0.4
Cc1cccc(NC(=O)c2ccc(NC(=O)c3ccccc3Br)cc2)c1	-3.3	-0.5	12.7	-4.2	4.6	0.4	8.3	-4.8	-6.1
O=c1c2cc(Br)ccc2nc2n1CCCCC2	85.9*	-3.9	0.0	-17.1	.	-26.7	-19.5	0.9	10.6
COc1ccccc1CNc1nc2cc(-c3ccsc3)sc2c(=O)n1C	5.8	-2.1	4.3	-1.1	2.6	-3.2	-3.1	5.9	4.3
COc1ccc(C(=O)NCC(=O)N/N=C/C(C)=C/c2ccco2)cc1OC	1.2	0.0	0.6	-0.3	2.3	3.1	11.2	-1.4	4.8
COCC(C)NS(=O)(=O)c1ccccc1 (stereo unspecified)	16.4	-4.1	10.6	2.1	6.1	-14.9	-14.3	7.2	6.1
O=C(NN1C(=O)c2ccccc2NC1c1ccccn1)c1ccccc1 (stereo unspecified)	-4.0	-4.0	0.8	-0.8	1.9	-4.2	5.9	0.8	-2.4
CC(C)(C)N1C(=O)c2ccc(C(=O)Nc3nccs3)cc2C1=O	-22.2	-0.8	8.0	2.9	12.1	-12.6	-4.6	-0.1	2.4
O=C1c2ccccc2C(=O)N1CN(C(=O)c1ccccc1[N+](=O)[O-])c1ccc(F)cc1	-2.7	-7.4	-0.5	-0.7	-0.3	0.8	3.1	-1.0	6.4
CCN(C(=S)NC(=O)c1ccccc1Br)C1CCCCC1	-7.9	-6.0	0.3	-6.8	-0.8	3.2	6.9	-6.9	-3.0
CCc1ccc2c(CN3CCN(S(=O)(=O)c4cccs4)CC3)cc(=O)oc2c1	0.7	-2.9	4.2	1.4	1.2	4.7	5.2	-4.7	-6.6
Cc1ccc(C2CC(c3cccs3)=NN2C(=O)CSc2nc(=O)n3ccc(C)cc3n2)cc1 (stereo unspecified)	13.8	-4.5	3.1	-2.9	-0.2	-1.9	-1.4	0.6	-0.1
Cc1[nH]n(-c2ccccc2)c(=O)c1/C=N/Nc1nncc(-c2ccccc2)n1	-12.0	-4.4	0.5	-2.2	-0.9	-9.0	0.2	5.1	-1.9
COc1ccc(CNC(=O)c2cccc(NC(=O)CC3SC(N4CCCCC4)=NC3=O)c2)cc1 (stereo unspecified)	-17.9	-1.7	-1.1	6.2	3.5	2.6	14.9	-7.9	-3.5
CC(C)Cn1c(SCC(=O)NC2CCCc3ccccc32)nc(O)cc1=O (stereo unspecified)	-4.4	0.5	0.5	-2.3	0.1	8.5	3.6	-14.8	-15.8
CC(C)(C)OC(=O)N1CCC[C@H]1C(=O)Nc1ccc(C#N)cc1	-0.8	4.9	1.1	-0.2	-0.5	-2.0	16.1	15.5	2.1
CCN1CCN(C(=S)NCC(C)C)CC1	-13.6	-12.5	0.7	-2.6	5.9	2.4	15.6	-1.4	6.8
O=C(CN1C(=O)NC2(CCCCCC2)C1=O)c1ccc(F)cc1	-11.9	-3.4	1.3	2.4	1.1	0.0	7.1	0.8	-10.8
COc1cc(OC)cc(C(=O)NNS(=O)(=O)c2ccc(F)cc2)c1	-9.8	0.1	1.7	0.1	0.4	-2.5	14.3	-7.0	-9.1
O=c1cc(-c2ccc(O)cc2)oc2cc(O)c([C@@H]3O[C@H](CO)[C@@H](O)[C@H](O)[C@H]3O)c(O)c12	-8.7	-2.0	-0.1	0.2	0.7	-3.8	10.9	4.5	-5.4
CC1CC(C)CN(C(=O)C2CCCN(c3ncnc4c3nc3n4CCCCC3)C2)C1 (stereo unspecified)	-0.8	-10.2	1.8	-0.9	-2.7	-1.6	-1.5	4.8	3.1
CCOC(=O)c1ccccc1NC(=O)CN(c1ccccc1OCC)S(C)(=O)=O	-0.2	-2.3	-0.1	0.1	18.5	-7.8	2.3	3.9	1.3
COc1ccc2cc(C(=O)C3CCCN(C(=O)c4cnn(C(C)C)c4)C3)ccc2c1 (stereo unspecified)	-2.8	-1.1	5.8	-2.3	0.1	-4.1	3.9	0.0	-4.5
CCN1C(=O)[C@H]2[C@@H](c3ccc(C(F)(F)F)cc3)N[C@]3(CCCN(Cc4cccn4C)C3=O)[C@H]2C1=O	-4.3	-5.2	-0.8	-1.1	-1.9	-2.0	1.6	1.2	-0.8
Cc1ccc(S(=O)(=O)N2CCOCC2)cc1NC(=O)CSc1nnc2cc(C)c3ccccc3n12	-4.8	-8.5	5.0	-5.3	6.2	-7.6	-1.7	6.3	-5.4
Cc1nnc(NC(=O)CN2CCN(Cc3c(Cl)cccc3Cl)CC2)s1	-4.0	-6.7	0.1	-5.0	3.0	-1.1	6.3	8.0	0.8
CN(C)C(=O)CSc1nc2ccccc2n1Cc1ccccc1	10.2	-10.7	-0.1	-8.3	6.6	-8.8	-13.3	12.4	0.3
Cc1ccc(CC(=O)NNC(=O)c2cccs2)cc1C	-8.9	-2.5	0.6	-0.2	0.1	0.7	7.6	-1.2	2.8

Whole records, looked up by structure. Order of screens: M1 antag | M1 ag | CHRM4 agonist | M5 ag | TAAR1 ag | M5 PAM | M1 PAM | CHRM5 antagonist | M4 antag
COc1cc(OC)cc(C(=O)NNS(=O)(=O)c2ccc(F)cc2)c1 as listed: -9.8 | 0.1 | 1.7 | 0.1 | 0.4 | -2.5 | 14.3 | -7.0 | -9.1
COc1cc(CNc2nc3ccccc3n2C)cc(OC)c1OC as listed: -6.8 | -5.7 | 1.0 | 0.1 | 2.5 | 7.1 | 10.5 | -2.3 | -1.1
CCCCCC(=O)N/N=C/c1cccs1 as listed: -7.7 | -4.1 | -0.4 | -5.2 | 11.2 | -3.4 | 4.9 | -0.4 | -1.3
CC(=NO)c1ccc2c(c1)Cc1cc([N+](=O)[O-])ccc1-2 as listed: -3.9 | -2.2 | 4.8 | -0.7 | 0.7 | -4.7 | 1.0 | 5.0 | -15.2

Screening data from PubChem BioAssay.

A portion of the library (hit frequency here may not be typical).
